# Assay outcomes from PubChem BioAssay.
# RAD54 branch – inhibitors of human RAD54 branch migration, primary screen, biochemical, fluorescence, single point; RAD54 Holliday junction branch migration, FAM/BHQ fluorescence; inhibition, % at 10.4 µM; hit rate 0.14% among 360,000;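 active = mean normalized replicate activity at least 40 and at least half of replicates scoring 40 or more; inconclusive = only one of the two criteria met; inactive = mean below 40 and under half of replicates reaching 40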;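 note: 0% = median of neutral control wells and 100% = median of positive control wells; inhibitors cause a drop in the FAM fluorescence signal; in these data hits start at about 50%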
# Target sequence (Q92698 whole entry, looked up): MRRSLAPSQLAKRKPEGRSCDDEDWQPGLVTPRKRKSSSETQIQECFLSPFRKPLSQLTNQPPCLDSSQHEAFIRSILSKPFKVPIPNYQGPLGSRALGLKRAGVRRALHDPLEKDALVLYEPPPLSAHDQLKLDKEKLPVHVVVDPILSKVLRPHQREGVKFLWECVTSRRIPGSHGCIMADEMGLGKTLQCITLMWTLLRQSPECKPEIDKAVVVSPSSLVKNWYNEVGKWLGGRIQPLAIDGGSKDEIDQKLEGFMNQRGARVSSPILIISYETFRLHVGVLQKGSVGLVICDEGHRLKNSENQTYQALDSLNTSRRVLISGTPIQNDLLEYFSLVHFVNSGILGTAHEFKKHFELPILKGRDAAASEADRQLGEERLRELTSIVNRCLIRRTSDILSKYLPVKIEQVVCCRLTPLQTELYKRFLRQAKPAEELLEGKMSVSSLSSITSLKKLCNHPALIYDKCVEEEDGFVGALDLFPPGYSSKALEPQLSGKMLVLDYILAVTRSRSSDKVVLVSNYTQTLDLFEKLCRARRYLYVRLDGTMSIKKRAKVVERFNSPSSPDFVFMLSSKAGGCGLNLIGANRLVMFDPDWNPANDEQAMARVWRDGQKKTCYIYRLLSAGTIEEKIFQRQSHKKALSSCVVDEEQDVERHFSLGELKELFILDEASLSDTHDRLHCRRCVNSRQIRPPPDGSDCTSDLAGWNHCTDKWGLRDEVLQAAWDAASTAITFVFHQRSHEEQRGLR
# PglD inh – C. jejuni PglD acetyltransferase inhibitors, primary screen, biochemical, DTNB colorimetric, single point; hit rate 0.098% among 360,000; UDP-N-acetylbacillosamine N-acetyltransferase PglD (Campylobacter jejuni); inhibition, % at 12.5 µM; purified PglD enzyme, DTNB colorimetric CoA detection; in the data active = inhibition above about 16%, passing the limit was not always enough; inconclusive = no clear call, values can overlap the other calls; note: strong numbers were not always called active
# E-selectin induc – E-selectin induction in HUVECs, primary screen, imaging, HUVEC, immunofluorescence imaging, single point | P16581 | normalized: neutral wells 0, TNF-alpha wells 100 | activation, % at 7.58 µM | hit rate 0.37% among 260,000 | AID 686992, 2013;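 active = mean E-selectin-positive cell signal at least 10% of the positive control, reached in at least 60% of replicates, without over 20% cell loss; inconclusive = no rule given, readout overlaps actives, possibly toxicity-flagged; inactive = the rest, including those meeting only one limit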;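 note: in these data hits start at about 27%; measured in HUVEC primary endothelial cells; signal is the percent of cells scored E-selectin positive by PE staining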
#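 Read-out: % PE-positive cells | Test system: HUVEC | Doses: One compound dose added by pin transfer | Buffer or medium: EGM-2 over gelatin coat | Signal: Immunofluorescence imaging | Benchmarks: TNF-alpha, DMSO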
# ARNT-TACC3 inh – disruptors of ARNT/TACC3 protein interaction, primary screen, biochemical, AlphaScreen, single concentration; Transforming acidic coiled-coil-containing protein 3 (Homo sapiens), Q9Y6A5; AlphaScreen His-ARNT PAS-B/GST-TACC3 binding, luminescence; TACC3 fragment carries E629A point mutation; inhibition, % at 9.99 µM; hit rate 0.66% among 390,000;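 active = mean inhibition of replicates at least 50% and at least half of replicates each reaching 50%; inconclusive = half or more replicates reach 50% but mean below 50%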;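 note: 0% = complete ARNT plus TACC3 wells and 100% = ARNT alone without TACC3; many hits fall short of the cut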
# CASP6 VEID inh – human caspase-6 inhibitors, primary screen, biochemical, VEID-R110 fluorescence, single point, set 2; purified caspase-6, Z-VEID-R110 cleavage fluorescence; inhibition, % at 12.5 µM; hit rate 0.53% among 350,000;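 active = mean inhibition across replicates at least about 35%, with every replicate also reaching that limit, limit read from the data; inconclusive = only one of the two criteria met; inactive = neither criterion met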;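 note: 0% = median of neutral control wells and 100% = no fluorescence left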
# Target sequence (P55212 24-179 limits assumed): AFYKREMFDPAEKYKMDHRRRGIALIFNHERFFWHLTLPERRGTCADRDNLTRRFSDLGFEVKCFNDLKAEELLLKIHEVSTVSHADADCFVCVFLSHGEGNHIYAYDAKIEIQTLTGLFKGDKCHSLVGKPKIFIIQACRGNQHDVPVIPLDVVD
# Target sequence (P55212 194-293 limits assumed): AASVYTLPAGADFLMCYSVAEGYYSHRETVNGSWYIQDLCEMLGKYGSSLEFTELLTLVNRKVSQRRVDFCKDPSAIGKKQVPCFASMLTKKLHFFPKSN
# esBAF inh – Bmi1 luciferase reporter increase in mESCs, primary screen, esBAF inhibitor project, mouse ES cells, Bmi1 luciferase knock-in, single point; AID 602393, 2012; reporter increase, % at 12.5 µM; 24 h; 100% = twice the neutral-well signal; hit rate 2% among 350,000; in the data active = activation above about 40%; inconclusive = no clear call, values can overlap the other calls;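 note: 0% = median of the plate's neutral control wells and 100% = double that signal; a rise in the Bmi1 reporter signal indicates esBAF inhibition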
# RAD52 anneal inh – RAD52 DNA annealing inhibitors, primary screen, biochemical, FRET, single point, set 2. DNA repair protein RAD52 homolog (Homo sapiens), P43351. recombinant RAD52 DNA annealing, FRET fluorescence. inhibition, % at 18.7 µM. hit rate 0.46% among 360,000;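 active = every replicate showing at least 50% inhibition; inconclusive = mean inhibition at least 50% but not in every replicate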
# ERp5 block – inhibitors of ERp5-driven insulin aggregation, primary screen, biochemical, turbidity, absorbance 650 nm, single point; Protein disulfide-isomerase A6 (Homo sapiens), Q15084; 90 min; inhibition, % at 9.99 µM; hit rate 0.05% among 350,000;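 active = mean replicate inhibition above about 25%, with every replicate also reaching it, limit read from the data, passing the limit was not always enough; inconclusive = only one of those two criteria met; inactive = neither criterion met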
# An asterisk follows results filed as active; ? = inconclusive; · = not tested or not shown; & = joins results of further samples.
SMILES,RAD54 branch,PglD inh,E-selectin induc,ARNT-TACC3 inh,CASP6 VEID inh,esBAF inh,RAD52 anneal inh,ERp5 block
COc1cccc(-n2c(SCC#N)nnc2-c2cnccn2)c1,5.9,1.0,·,1.6,-0.7,7.6,-9.7,-3.8
C[C@H](CO)N1C[C@H](C)[C@H](CN(C)Cc2ccc(Cl)c(Cl)c2)Oc2c(NC(=O)CCCCCC(=O)Nc3ccccc3N)cccc2C1=O,·,·,409.7*,·,1.3,·,-5.0,4.3
C[C@@H]1CN([C@H](C)CO)C(=O)Cc2cc(NS(=O)(=O)c3ccc(Cl)cc3)ccc2O[C@H]1CN(C)C(=O)Nc1ccc(F)cc1,-10.6,-0.6,-7.3,5.2,·,-8.1,1.9,·
O=C(CC1CC1)N1CC[C@@H]2[C@H](CO)Nc3ccc(-c4cccc(F)c4)cc3[C@@H]21,-22.4,-0.1,-0.2,-0.1,0.6,14.2,-89.0,-1.4
COc1ccccc1NC(=O)Nc1ccc2c(c1)C(=O)N(C)C[C@@H](OC)[C@@H](C)CN(C)[C@@H](C)CO2,6.5,0.6,0.9,-1.6,·,-0.8,1.3,3.1
Cc1ccc(-c2nnc(SCC(=O)NC3CCCC3)n2N)cc1,-14.8,-3.0,-0.3,3.1,2.3,6.2,1.9,1.2
O=C(CNC(=O)c1ccccc1)N/N=C/c1cn[nH]c1-c1ccccc1,5.3,-2.7,0.1,-22.6,·,·,·,·
C=C(C)COc1ccc(-c2nc(N)ncc2-c2ccc(OC)c(OC)c2)c(O)c1,-8.9,6.2,-0.2,-4.1,-0.2,-4.9,-9.1,3.3
O=C(NCC[C@@H]1CC[C@@H](NC(=O)C2CCCC2)[C@@H](CO)O1)c1ccc(F)cc1,-10.0,-2.4,-0.4,3.1,-2.1,-0.9,-17.0,2.9
COc1cccc(C(=O)SC2=NCCS2)c1,·,·,·,1.9,-1.1,·,-6.5,-0.5
CCCn1nnnc1-c1ccc(Cl)cc1,4.9,-0.7,·,-4.5,·,-4.1,·,·
O=C(Nc1nccs1)[C@H]1[C@H](CO)[C@H]2Cn3c(cccc3=O)[C@H]2N1C(=O)C1CCCC1,·,·,-0.5,·,2.7,·,-18.6,-0.1
C/C=C/c1ccc([C@@H]2[C@@H](CO)N3C(=O)CN(Cc4ccc(C)cc4)C[C@H]23)cc1,·,·,0.6,·,4.1,·,-7.3,2.1
O=C1NC(=O)C(=O)N1,0.7,-1.1,-2.5,0.6,3.3,0.2,0.3,-0.7
O=C(NCCC1CCCC1)c1cccs1,-9.3,-1.0,·,-4.9,-0.4,50.1*,-5.8,2.3
Cc1ccc(CNC(=O)CC2Sc3ccccc3NC2=O)cc1 (stereo not given),·,·,·,-4.8,0.0,·,-4.2,-0.7
CC(C)C#Cc1cnc2c(c1)C(=O)N([C@H](C)CO)C[C@H](C)[C@@H](CN(C)C(=O)C1CCC1)O2,-6.0,-2.5,-0.2,0.4,0.4,-0.4,4.9,-0.9
O=C1NC(=O)C(c2ccc(F)cc2)N1 (stereo not given),1.2,·,0.0,-4.1,-1.1,-5.3,5.6,1.4
O=C(NCCS(=O)(=O)N1CCN(c2ccccc2F)CC1)C1CC(=O)N(c2ccccc2)C1 (stereo not given),-15.0,9.0,0.3,-0.1,4.7,-11.8,-13.1,·
COc1ccccc1NC(=O)N1CCOCC1,-5.5,-1.1,·,-1.3,-7.5,-2.9,2.1,-2.1
CC(C)=NOC(=O)c1c(C)noc1-c1snnc1C,-8.0,1.1,0.1,0.5,0.1,·,5.9,-1.8
COc1ccccc1N(CC(=O)NCCSc1ccccc1)S(C)(=O)=O,-3.2,3.0,·,-2.8,·,-1.9,·,·
CC1CCN(C(=O)NC(=O)c2ccc(Cl)cc2)CC1,-10.3,-5.8,-0.9,-1.9,-3.6,·,-13.6,1.4
Cc1ccc(S(=O)(=O)NC(CC(=O)n2nc(C)cc2C)c2ccccc2)cc1 (stereo not given),-0.4,-3.6,·,-1.8,·,5.0,·,·
C[C@@H]1CN([C@@H](C)CO)C(=O)c2cc(-c3cccc(C#N)c3)cnc2O[C@H]1CN(C)C(=O)C1CC1,3.7,-2.4,1.0,-7.7,0.7,-7.6,0.7,1.6
COc1ccc(C=O)cc1Cn1cnc2c(cnn2C)c1=O,·,·,-0.2,-3.1,3.1,·,-11.2,5.1
Nc1ccc2cccc(O)c2c1,-0.8,-6.8,·,-4.3,-0.3,33.2,-3.1,7.6
CCN(CC)S(=O)(=O)c1ccc(O)c(C(=O)OCC(=O)N2CCCc3ccccc32)c1,-0.1,1.2,-0.1,·,2.9,-2.3,-11.6,3.9
Cc1cccc(OCC(O)CN2CCN(C3CCCCC3)CC2)c1 (stereo not given),-6.3,2.1,·,-6.6,·,-16.1,·,·
CCOc1ccccc1NC(=O)C1CCN(C(=O)c2cccs2)CC1,·,·,·,-0.2,1.2,·,-5.1,?
COc1ccc(N/C=C(\C(C)=O)c2ccc(OC)c(OC)c2)cc1OC,·,·,·,-0.8,0.3,·,-3.4,1.3
Cc1cc(C)c(NC(=O)CSc2nc3ncc(Br)cc3[nH]2)c(C)c1,-6.6,-1.1,0.1,-5.7,0.8,-1.0,-25.9,-1.0
COc1ccc(C(C)C)cc1S(=O)(=O)Nc1ccncc1,-2.6,-3.0,·,-13.2,1.0,1.6,1.0,-2.6
O=C(CN(C(=O)CSc1nc2ccccc2o1)c1ccccc1)NC1CCCCC1,-3.4,1.1,·,-7.2,·,10.0,·,·
CCC(=O)N1CCN(c2cc(N3CCCC3)c(F)cc2[N+](=O)[O-])CC1,-6.1,0.1,3.6,-2.6,3.3,-4.2,-0.5,1.9
COc1ccc(C2/C(=C(/O)c3ccc4c(c3)CC(C)O4)C(=O)C(=O)N2CCCN2CCOCC2)cc1OC (stereo not given),2.3,-2.6,-1.4,18.4,-1.8,-3.6,2.0,-8.5
CCOc1cccc(CN2CCCC(N3CCc4ccccc4C3)C2)c1O (stereo not given),-7.9,-3.0,0.1,4.4,-1.9,-1.0,-5.8,-3.5
COc1ccc(S(=O)(=O)N(C)C[C@@H]2OCCCC[C@@H](C)Oc3ccc(NC(=O)Nc4cccc5ccccc45)cc3C(=O)N([C@@H](C)CO)C[C@H]2C)cc1,-4.1,0.9,0.4,·,1.8,1.2,2.9,1.6
CSc1ncccc1C(=O)OCC(=O)N1CC(=O)Nc2ccccc21,5.7,3.8,·,·,-3.6,-8.1,-13.5,9.3
CC(=O)N(C)C[C@@H]1Oc2cc(-c3ccccc3C)ccc2S(=O)(=O)N([C@@H](C)CO)C[C@@H]1C,-5.6,4.0,0.1,-6.6,-0.8,-7.5,3.0,-7.1

# Part of the list above in order of molar mass, falling:
SMILES,RAD54 branch,PglD inh,E-selectin induc,ARNT-TACC3 inh,CASP6 VEID inh,esBAF inh,RAD52 anneal inh,ERp5 block
O=C(CN(C(=O)CSc1nc2ccccc2o1)c1ccccc1)NC1CCCCC1,-3.4,1.1,·,-7.2,·,10.0,·,·
Cc1cccc(OCC(O)CN2CCN(C3CCCCC3)CC2)c1 (stereo not given),-6.3,2.1,·,-6.6,·,-16.1,·,·
Nc1ccc2cccc(O)c2c1,-0.8,-6.8,·,-4.3,-0.3,33.2,-3.1,7.6

# (cont.)
SMILES,RAD54 branch,PglD inh,E-selectin induc,ARNT-TACC3 inh,CASP6 VEID inh,esBAF inh,RAD52 anneal inh,ERp5 block
CC(C)N(C(=O)CSc1nc(Cc2ccccc2)nc2ccccc12)C(C)C,5.4,-4.4,·,4.6,5.7,1.8,-31.8,-0.8
CC1(C)c2[nH]c3ccccc3c2C[C@@H]2C(=O)N(Cc3ccccc3)C(=O)N21,4.3,-2.7,-0.1,7.7,0.3,·,-21.6,-4.8
COc1ccc(Cl)cc1NC(=O)CN(C)C(=O)CNC(=O)C12CC3CC(CC(C3)C1)C2,5.7,-4.4,0.7,22.8,·,2.5,·,·
COc1ccc(CCN2CC(C(=O)OCC(=O)c3c(N)n(CC(C)C)c(=O)n(C)c3=O)CC2=O)cc1OC (stereo not given),5.1,-2.6,-1.7,·,-0.4,-1.4,-10.0,0.3
CN(C)C(=O)c1ccc(-c2ccccc2[C@@H]2[C@@H](C#N)N(C(=O)C3CCCCC3)[C@H]2CO)cc1,·,·,0.2,·,-3.0,·,-9.5,2.1
CCNC(=O)C(=O)NCc1ccncc1,·,·,·,19.8,-2.2,-2.3,5.0,1.2
C/C=C/c1ccc2c(c1)O[C@H](CN(C)C(=O)NC(C)C)[C@H](C)CN([C@H](C)CO)S2(=O)=O,1.4,0.8,0.3,13.0,0.0,0.3,-6.0,0.1
CC1CCc2cccc3c(O)cc(=O)n1c23 (stereo not given),·,·,·,0.9,0.9,·,3.2,0.0
N#CCSCC(=O)Nc1ccc(Br)cc1,-4.6,-1.5,·,7.6,·,-2.9,·,·
CC(=O)/C(N=Nc1ccc(OC(F)(F)F)cc1)=C(\C)O,·,·,·,2.7,-1.7,4.1,-1.6,3.1
Cc1ccc(NC(=O)CCc2nnc3ccc(N4CCN(C)CC4)nn23)cc1F,-8.3,-0.2,·,-8.9,-1.1,4.7,-7.8,2.3
CCCCNC(=O)c1ccc(CNc2c(N3CCC(C(=O)OCC)CC3)c(=O)c2=O)cc1,·,·,0.1,-4.6&-0.7,-0.8&1.4,-3.3,-9.8&-9.7,-1.6&0.4
Cc1ccc(OCC(=O)Nc2ccc(O)c(C(=O)O)c2)cc1C,3.7,-4.2,·,1.5,4.3,-4.7,-9.8,1.1

# Structural class, those above containing an aryl thioether with sulfur outside any ring.
SMILES,RAD54 branch,PglD inh,E-selectin induc,ARNT-TACC3 inh,CASP6 VEID inh,esBAF inh,RAD52 anneal inh,ERp5 block
COc1cccc(-n2c(SCC#N)nnc2-c2cnccn2)c1,5.9,1.0,·,1.6,-0.7,7.6,-9.7,-3.8
Cc1ccc(-c2nnc(SCC(=O)NC3CCCC3)n2N)cc1,-14.8,-3.0,-0.3,3.1,2.3,6.2,1.9,1.2
COc1ccccc1N(CC(=O)NCCSc1ccccc1)S(C)(=O)=O,-3.2,3.0,·,-2.8,·,-1.9,·,·
Cc1cc(C)c(NC(=O)CSc2nc3ncc(Br)cc3[nH]2)c(C)c1,-6.6,-1.1,0.1,-5.7,0.8,-1.0,-25.9,-1.0
O=C(CN(C(=O)CSc1nc2ccccc2o1)c1ccccc1)NC1CCCCC1,-3.4,1.1,·,-7.2,·,10.0,·,·
CSc1ncccc1C(=O)OCC(=O)N1CC(=O)Nc2ccccc21,5.7,3.8,·,·,-3.6,-8.1,-13.5,9.3
CC(C)N(C(=O)CSc1nc(Cc2ccccc2)nc2ccccc12)C(C)C,5.4,-4.4,·,4.6,5.7,1.8,-31.8,-0.8
